SRC1 inh = human NCOA1 inhibition | Q15788 | HEK293 GAL4-SRC1 luciferase reporter, luminescence | inhibition, % at 3.6 µM | 0.12% of 360,000 active | AID 588354;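 active = inhibition above the campaign mean plus 3 SD, with each screening campaign given its own cutoff, cut at about 60% in these data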;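 also: 0% = DMSO treated cells and 100% = gossypol at 36 µM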
SRC3 inh = inhibitors of human steroid receptor coactivator 3 (SRC3); Q9Y6Q9; HEK293 GAL4-SRC3 luciferase reporter, luminescence; inhibition, % at 3.6 µM; 0.17% of 360,000 active; AID 588352;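 active = inhibition above a per-campaign cutoff, the mean of all compounds plus 3 SD, cut at about 60% in these data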;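 also: 0% = DMSO-treated cells and 100% = gossypol-treated cells at 36 µM; higher means less SRC3-driven luciferase light from the GAL4 reporter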
TWEAK Fn14 block = TWEAK-Fn14 signaling inhibition; inhibition, % at 10 µM; 2% of 360,000 active; TWEAK-stimulated Fn14 reporter cells, luciferase luminescence, 8 h; in the data active = inhibition above about 50%
NR2F2 inh = inhibitors of human COUP-TFII (NR2F2). HEK293T NGFI-A luciferase reporter, luminescence. P24468. inhibition, % at 8.6 µM. 0.7% of 370,000 active;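 active = inhibition above a per-plate cutoff, mean inhibition of test wells between control levels plus 3 SD, cut at about 38% in these data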;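 also: cells cotransfected with COUP-TFII expression vector driving the NGFI-A reporter; 0% = median of COUP-TF2 test wells and 100% = reporter-only cells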
Target sequence (P24468 whole entry, looked up): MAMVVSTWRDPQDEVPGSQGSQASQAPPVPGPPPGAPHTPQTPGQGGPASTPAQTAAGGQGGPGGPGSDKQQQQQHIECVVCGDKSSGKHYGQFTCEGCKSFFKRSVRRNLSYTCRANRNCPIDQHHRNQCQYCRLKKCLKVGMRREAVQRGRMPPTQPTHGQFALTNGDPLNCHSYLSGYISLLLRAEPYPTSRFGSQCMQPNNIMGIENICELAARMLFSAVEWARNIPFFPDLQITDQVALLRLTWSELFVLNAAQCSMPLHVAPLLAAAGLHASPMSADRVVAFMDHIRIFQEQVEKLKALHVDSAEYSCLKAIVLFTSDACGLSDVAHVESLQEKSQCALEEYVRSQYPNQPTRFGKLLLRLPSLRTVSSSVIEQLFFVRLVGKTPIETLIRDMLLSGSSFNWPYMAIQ
TROY signal inh = TROY signaling inhibition | 0.98% of 360,000 active | inhibition, % at 10 µM | Q293 LMP1-TROYcd NF-kB luciferase reporter, 4 h;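 active = compounds whose plate-normalised and pattern-corrected inhibition of the luciferase reporter signal at the single screening dose is 50% or more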
TLR9-MyD88 block = blocks human TLR9 binding to MyD88 | Q9NR96+Q99836 | CHO BLA complementation TLR9-MyD88, CCF4 FRET ratio | inhibition, % at 4.98 µM | 0.21% of 340,000 active;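 active = inhibition above the mean over all tested compounds plus 3 SD, cut at about 21% in these data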;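 also: 0% = DMSO only wells and 100% = clavulanate BLA inhibitor control wells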
NOD2-RIPK2 inh = NOD2-RIPK2 protein interaction inhibition | 0.38% of 360,000 active | inhibition, % at 4.98 µM | AID 624267 | CHO BLA complementation NOD2-RIPK2, CCF4 ratio | O43353; in the data active = inhibition above about 21%;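 also: 0% = vehicle only and 100% = reference blocker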
Target sequence (O43353 whole entry, looked up): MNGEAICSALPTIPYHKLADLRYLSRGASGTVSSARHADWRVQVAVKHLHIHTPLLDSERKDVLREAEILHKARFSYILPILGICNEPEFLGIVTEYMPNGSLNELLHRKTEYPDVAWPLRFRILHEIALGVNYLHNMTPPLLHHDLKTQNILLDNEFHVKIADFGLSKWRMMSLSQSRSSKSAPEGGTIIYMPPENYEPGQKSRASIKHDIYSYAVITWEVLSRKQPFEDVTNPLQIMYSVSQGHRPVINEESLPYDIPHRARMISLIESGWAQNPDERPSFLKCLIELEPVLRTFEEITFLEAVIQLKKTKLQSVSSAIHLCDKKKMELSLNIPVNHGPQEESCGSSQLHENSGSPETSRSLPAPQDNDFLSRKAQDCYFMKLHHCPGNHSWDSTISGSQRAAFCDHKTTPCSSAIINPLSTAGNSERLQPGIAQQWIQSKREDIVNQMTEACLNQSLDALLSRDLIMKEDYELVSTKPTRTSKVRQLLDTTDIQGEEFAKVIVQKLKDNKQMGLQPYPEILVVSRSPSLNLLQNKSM
TRAIL sens C8 = caspase-8 TRAIL sensitization. NB7+C8 cells + TRAIL, ATPlite viability luminescence. inhibition (viability loss, TRAIL sensitization), % at 10 µM. 1% of 360,000 active. AID 624354;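 active = compounds causing at least 50% loss of cell viability in the single-dose screen, relative to plate controls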
SRC2 inh = inhibits human steroid receptor coactivator 2; HEK293 GAL4-SRC2 luciferase reporter, luminescence; inhibition, % at 9 µM; 0.17% of 370,000 active; AID 651957;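 active = inhibition above the mean inhibition of all tested compounds plus 3 SD, set per campaign, cut at about 52% in these data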;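 also: 0% = DMSO treated cells and 100% = cells given Gossypol at 36 µM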
EBV LMP1 NFkB = Epstein-Barr LMP1 NF-kappaB reporter inhibition | LMP1-induced NF-kappaB luciferase reporter cells, luminescence | inhibition, % at 12.5 µM | 0.69% of 350,000 active; in the data active = inhibition above about 41%;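 also: 0% = neutral control wells and 100% = reference inhibitor control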
LRH-1 inv ag = NR5A2 inverse agonism in reporter assay; O00482; HEK293T StAR-luciferase reporter, LRH-1 transfected, 24 h; inhibition, % at 3.6 µM; 0.13% of 360,000 active; AID 602396;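 active = inhibition above the mean inhibition of all tested compounds plus 3 SD, cut at about 73% in these data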;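 also: 0% = DMSO wells and 100% = reporter-only cells lacking LRH-1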
Starred values were filed as active, the others as inactive; x = no result given.

SMILES	SRC1 inh	SRC3 inh	TWEAK Fn14 block	NR2F2 inh	TROY signal inh	TLR9-MyD88 block	NOD2-RIPK2 inh	TRAIL sens C8	SRC2 inh	EBV LMP1 NFkB	LRH-1 inv ag
CCOC(=O)C1=CCN(S(=O)(=O)c2ccccc2F)C1c1ccc(Cl)c(Cl)c1 (stereo not drawn)	-0.7	6.2	20.0	4.8	-6.6	x	0.3	-5.9	24.4	x	10.0
Cc1ccc(NC(=O)C2CC(=O)NC(N3CCc4ccccc43)=N2)cc1 (stereo not drawn)	-5.5	21.9	-3.2	0.1	4.1	-10.5	-15.5	26.7	0.3	-4.1	-15.6
COc1ccc(NC(=O)CC2CC3CCC2C3)cc1S(=O)(=O)N1CCOCC1 (stereo not drawn)	-1.6	-11.7	19.9	-10.0	-4.2	-4.1	-11.6	-7.4	-37.0	-4.4	-13.8
COc1ccc(S(=O)(=O)N(C)CC(=O)NC2CCCC2)cc1OC	14.5	14.4	-6.5	-7.4	0.8	6.8	6.5	-12.9	-20.1	0.7	13.2
Nc1cc(Nc2ccc(Br)cc2)nc(N)n1	-36.6	-13.9	10.9	2.4	-12.3	-3.5	-0.8	17.5	-39.0	-5.6	-25.6
CCCCn1nnnc1C(c1ccccc1)N1CCN(c2ncc(C(F)(F)F)cc2Cl)CC1 (stereo not drawn)	x	x	-7.4	-3.7	4.8	x	-7.4	18.9	9.9	x	-3.9
COc1ccc(S(=O)(=O)NCC2CCC(C(=O)NCc3ccco3)CC2)cc1 (stereo not drawn)	-3.5	24.8	9.0	5.3	9.2	4.0	-12.0	-9.3	-37.9	-0.4	0.5
COc1ccc(C2=NNC(=O)C2(C)Br)cc1 (stereo not drawn)	-10.6	-23.1	15.4	14.7	-1.9	-6.9	-5.3	-3.4	-16.2	6.3	-16.4
CCOC(=O)c1c(-c2ccc(-c3ccccc3)cc2)csc1NC(=O)CCN1CCOCC1	1.1	-2.5	20.3	20.6	11.2	-1.8	-22.1	13.5	2.9	-4.6	23.3
CCc1ccccc1NC(=S)NCc1cccn1C	-16.8	13.9	-3.0	9.8	-5.2	-16.5	-3.5	6.4	8.4	4.5	-9.8
CC(C)OC(=O)N(C)C[C@@H]1OCc2cnnn2CCCC(=O)N([C@@H](C)CO)C[C@H]1C	-3.1	6.1	10.9	-11.1	-15.6	-3.3	-6.5	-0.6	-2.4	-2.8	21.6
COc1ccccc1CC(=O)NC1CC(C)(C)NC(C)(C)C1	-26.3	7.0	0.0	-6.3	-5.0	-4.4	-0.8	-4.8	2.7	2.2	2.3
CCc1ccccc1NC(=S)N(Cc1ccco1)C(C)c1cccs1 (stereo not drawn)	11.7	-7.8	-1.1	-8.3	-2.7	-8.5	-2.2	0.5	7.6	3.9	-12.2
CCN(CC(=O)NCc1cccs1)C(=O)c1ccc(NS(=O)(=O)c2ccc(C(C)=O)cc2)cc1	1.9	26.2	-1.4	-5.7	-14.6	6.7	4.7	-4.0	-11.3	11.3	20.0
C(=C\c1ccco1)/C1=NN(c2ccccc2)C(c2ccco2)C1 (stereo not drawn)	-33.3	-55.4	42.3	x	-17.6	-23.4	21.8*	-18.7	x	-21.3	-53.5
CCOCCCNC(=S)N1CCN(C(=O)C(=O)Nc2ccc(C(=O)OC)cc2)CC1	-14.2	15.2	10.8	5.6	-1.8	3.4	-0.3	-0.9	8.0	0.1	-4.2
CCOC(=O)Nc1sc(NS(=O)(=O)c2ccccc2)nc1C	-12.8	11.1	14.8	6.6	11.8	-3.6	2.2	-3.0	-9.8	1.7	-0.7
O=C(O)C1CCCC2CN3CCc4c([nH]c5ccccc45)C3C(O)C21 (stereo not drawn)	-6.0	-25.9	0.5	2.6	3.6	7.7	-11.9	1.1	-46.3	3.4	9.6
NC1=NC2(CCCCC2)N=C(Nc2ccc(F)cc2F)N1	-8.6	16.9	3.4	2.4	-1.1	1.2	3.1	-12.1	-17.1	-5.8	1.1
CCC(C)N(C(=O)CSc1nc(-c2ccccc2)cs1)C1CCS(=O)(=O)C1 (stereo not drawn)	1.2	-2.3	13.4	-12.3	-5.4	-13.1	-9.7	2.8	7.8	3.8	14.9
COC(=O)c1ccc(NC(=O)CN2CCC(NC(=O)c3ccco3)CC2)cc1	-0.1	10.5	-4.2	-5.9	12.0	-8.3	-6.7	-6.3	-5.9	-6.1	16.5
O=C(Nc1cccc2c1CCCC2)C1CCCN(S(=O)(=O)c2cccc3nonc23)C1 (stereo not drawn)	1.1	15.5	20.8	-12.9	5.8	-0.6	-8.1	-9.1	-5.6	0.6	12.6
COc1ccc(/C=C2/C(=N)N3N=C(CC(=O)N4CCCC4)SC3=NC2=O)cc1	-20.6	-4.6	9.0	6.5	14.1	-9.2	9.4	-3.6	11.4	1.8	22.3
Cn1c(CNC(=O)c2ccccc2F)nnc1SCc1ccc(Cl)cc1	9.2	12.9	0.0	10.8	12.9	-3.5	4.0	-9.6	0.7	2.3	-1.4
CC1(C)CC(=O)C2=C(C1)N1C(=C(C#N)C2c2ccccc2Cl)N=C(N)c2ccccc21 (stereo not drawn)	-13.6	2.2	34.4	-16.1	21.8	-5.3	-2.3	-4.7	6.2	10.6	-10.4
Cc1cccc(C2=NC(C(F)(F)F)(C(F)(F)F)c3c(n(-c4ccc(F)cc4)c(=O)[nH]c3=O)N2)c1	18.5	11.8	4.6	-6.6	8.0	0.0	-4.1	24.4	19.1	18.1	7.8
CCC(c1nnnn1C1CCCC1)N1CCN(C(=O)c2ccco2)CC1 (stereo not drawn)	-2.5	-0.6	-0.3	-4.3	-4.6	-1.8	0.4	4.8	-11.5	-2.3	14.6
Cc1ccc(S(=O)(=O)NCCC(=O)Nc2ccc(Cl)c(Cl)c2)cc1	2.1	16.6	1.4	13.2	16.4	4.2	-14.4	-1.0	3.0	-3.8	1.3
Clc1ccc(Sc2cnc3ccccc3n2)cc1	10.7	-30.4	-2.2	-1.9	x	-7.9	-0.6	-1.0	0.0	-34.2	-9.4
CCOc1ncccc1C(=O)OCC(=O)NC1CCCCCC1	0.5	-7.2	-0.8	3.0	-8.9	-1.0	-1.5	15.7	-11.1	-5.1	-3.5
O=C(Cc1ccccc1Cl)NC1(O)C(=O)c2ccccc2C1=O	-5.1	-25.2	2.8	-0.8	7.2	x	-3.9	-2.8	5.7	7.8	27.7
COCCCNc1nc2c(-c3cccc(C)c3)nnn2c2ccccc12	-15.0	-4.8	-5.4	2.6	-36.6	3.8	-3.2	16.1	-0.9	0.0	13.2
Cc1cc(C(=O)CN2C(=O)NC(c3ccccc3)(c3ccccc3)C2=O)c(C)n1Cc1ccco1	-1.6	-10.2	18.0	-3.8	8.6	-3.8	1.6	-2.4	-13.1	0.2	-3.0
CC1CC(C)CN(CC(=O)NC(c2ccccc2)c2ccccc2)C1 (stereo not drawn)	-3.2	4.5	2.7	-15.2	-7.9	8.8	-3.1	-3.4	-0.9	3.1	-13.1
Cc1ccsc1/C=N/NC(=O)c1ccc(Cn2cc(Br)cn2)o1	-2.5	2.9	-1.9	-2.3	-44.9	1.7	-2.1	2.5	-6.1	-0.9	-25.0
O=C1c2cccc3cccc(c23)C(=O)N1CCN1CCN(CC(O)COCc2ccc(Cl)cc2)CC1 (stereo not drawn)	8.0	-2.3	-71.2	3.8	16.7	5.0	0.2	24.2	-11.3	-5.1	-32.4
CC(C)Cn1c(N)c(C(=O)CCl)c(=O)n(C)c1=O	4.5	-8.6	-3.8	5.7	4.0	8.7	-3.6	17.9	14.1	0.5	21.2
COCCN(C(=O)COC(=O)c1ccc2c(c1)OCO2)c1c(N)n(Cc2ccccc2)c(=O)[nH]c1=O	-10.8	-10.6	-12.9	-2.8	-2.6	4.2	-7.2	-6.1	-21.2	-1.1	-26.3
Fc1ccc(N2CCN(C(=S)NCC3CCCO3)CC2)cc1 (stereo not drawn)	6.2	8.8	-0.3	-7.4	-1.0	3.3	-8.7	-3.6	9.0	-2.5	-3.6
CC(=O)c1c(OC(=O)c2ccco2)c2ccccc2n1C	13.6	12.2	7.0	0.0	16.5	1.5	-1.1	-12.1	-40.5	-3.9	6.8
O=C(Cc1ccc(Cl)c(Cl)c1)OCC(=O)c1ccc[nH]1	-46.9	6.5	-40.6	-1.0	-17.0	-7.4	-5.6	2.8	-4.3	-4.0	-14.4
Oc1ccc2ccccc2c1N=Nc1ccccc1F	-9.1	-5.6	-9.4	-3.1	-52.2	4.2	-5.1	-7.9	8.8	-15.8	6.3
CCc1ccc(S(=O)(=O)N(C(=O)c2ccncc2)c2ccc(OC(=O)c3ccncc3)cc2)cc1	-7.5	12.8	45.9	12.9	53.9*	1.7	-1.8	2.7	-9.7	6.4	10.1
O=C(Nc1ccc(F)cc1)N1CCc2ccccc2C1	-67.5	-42.7	-84.0	-13.6	-69.8	-0.8	-11.8	6.7	-33.9	-31.1	-113.7
O=C(NC1CCSc2ccccc21)c1ccccc1Br (stereo not drawn)	-35.4	-27.2	18.7	-3.9	8.1	1.2	0.8	-5.7	17.0	-1.4	-11.3
CCc1ccccc1NC(=O)C1COc2ccccc2O1 (stereo not drawn)	-11.8	11.8	-17.8	5.1	-9.4	-5.7	-8.0	7.3	-2.2	17.3	-6.7
CSc1nc(N)nc2c1ncn2CC(=O)Nc1ccc(C)c(C)c1	-0.8	6.3	17.1	32.5	0.0	-5.7	-7.2	-5.6	0.4	10.5	1.8
Brc1ccc(/C=N/Nc2ccccn2)cc1	-47.4	-56.4	-24.5	-31.1	-64.1	-3.9	4.7	16.9	-40.0	4.2	-142.0
Cc1ccc(C)c(CN2CCCN(Cc3cc(C)ccc3C)S2(=O)=O)c1	17.7	12.9	1.5	1.9	8.7	7.4	-18.3	-1.5	-14.2	14.8	-10.7
CCOc1ccc(NC(=O)N(C2CCCC2)C2CCN(C(C)=O)CC2)cc1	11.1	13.9	-6.7	9.7	-23.2	1.1	-23.0	8.7	-3.2	0.8	-2.6
CCCn1c(SCC(=O)Nc2cccc(C)n2)nnc1-c1ccco1	-4.5	10.0	4.6	10.9	13.0	-4.8	-4.1	-4.5	-3.8	3.2	13.5
O=C(Nc1ccc(S(=O)(=O)NC2=NCCCCC2)cc1)c1ccco1	-12.5	7.4	-10.6	4.3	-4.3	7.2	-14.5	3.4	-5.1	-2.6	3.8
CCOC(=O)c1csc(-c2ccc(OC)c(OC)c2)n1	-1.8	-27.4	-7.3	-28.6	-13.2	5.5	-2.1	19.8	-2.7	-0.5	-26.9
COC(=O)c1ccc(OC(=O)c2cccnc2SC)cc1	10.8	9.2	14.9	-5.9	-5.8	-13.2	-4.5	-10.0	7.1	-5.6	-2.5
CSc1ncccc1C(=O)OCc1ccccc1F	-31.9	-33.5	-7.0	-30.9	x	11.9	2.4	-2.9	-5.2	-6.3	-31.5

Whole records from above. Values in the order: SRC1 inh | SRC3 inh | TWEAK Fn14 block | NR2F2 inh | TROY signal inh | TLR9-MyD88 block | NOD2-RIPK2 inh | TRAIL sens C8 | SRC2 inh | EBV LMP1 NFkB | LRH-1 inv ag
O=C(NC1CCSc2ccccc21)c1ccccc1Br (stereo not drawn) as listed: -35.4 | -27.2 | 18.7 | -3.9 | 8.1 | 1.2 | 0.8 | -5.7 | 17.0 | -1.4 | -11.3
Cc1ccc(C)c(CN2CCCN(Cc3cc(C)ccc3C)S2(=O)=O)c1 as listed: 17.7 | 12.9 | 1.5 | 1.9 | 8.7 | 7.4 | -18.3 | -1.5 | -14.2 | 14.8 | -10.7

Source: PubChem

This is a subset; the hit share may differ from the screen's.
